FBPA Giardia inh: inhibitors of Giardia lamblia fructose-1,6-bisphosphate aldolase | A8B2U2 | purified Giardia FBPA | Potency, µM (doses to about 59.6 µM), inactives show top-dose activity, negative = inhibition, most hits filed as inhibitors | actives 0.71% (n = 290,000) | AID 2451; note: potency is the fitted concentration of half-maximal effect; % is set by controls: 0 for no effect and ±100 for the full control effect; nearly all actives have a fitted effect of over 55% in size
Target sequence (A8B2U2 whole entry, looked up): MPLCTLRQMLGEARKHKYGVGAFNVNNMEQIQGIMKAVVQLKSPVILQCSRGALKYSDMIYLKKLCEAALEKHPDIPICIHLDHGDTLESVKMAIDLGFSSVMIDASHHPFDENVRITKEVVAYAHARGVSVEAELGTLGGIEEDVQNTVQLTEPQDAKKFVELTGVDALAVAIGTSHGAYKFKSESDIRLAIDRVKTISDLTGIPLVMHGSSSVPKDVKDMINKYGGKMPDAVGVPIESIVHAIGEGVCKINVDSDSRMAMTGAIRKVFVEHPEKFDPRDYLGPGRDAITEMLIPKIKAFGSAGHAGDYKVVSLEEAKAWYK
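40 nM FBPA preincubated 10 min at RT with compound (up to 57.5 uM final), then substrate plus GAPDH/TPI/NAD/arsenate coupling and diaphorase/resazurin added. Fluorescence read after 20 min at RT, 525/598 nm.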
Pf growth 48h: P. falciparum growth inhibition at 48 hours (one generation); P. falciparum luciferase growth in erythrocytes, 48 h; Potency, µM (titrated, usually from 28.7 µM), for the others: at the highest dose activity change, negative = inhibition, usual class: inhibitors; actives 5.9% (n = 310,000); note: potency is the fitted concentration of half-maximal effect; % is set by controls: 0 for no effect and ±100 for the full control effect
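Read-out is firefly luciferase luminescence from an integrated reporter in P. falciparum, so falling signal marks reduced parasite growth. Infected erythrocytes were at 2% hematocrit and 0.1% parasitemia (final) in Albumax-supplemented RPMI 1640.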
Shiga inhibitor: Shiga toxin inhibition; Vero cells, Shiga toxin protein synthesis inhibition reporter; inhibition, % at 38.7 µM; actives 9.2% (n = 290,000); AID 2315; in the data active = inhibition mostly above about 28%, no sharp cut-off; inactive = mostly below about 43%; note: 0% is about no effect
HCV inh: inhibitors of hepatitis C virus infection | Huh7.5.1 HCVcc-Cre infection, luciferase reporter, 44 h | Potency, µM (highest dose often 41.8 µM), without a hit: at the top dose activity change, negative = inhibition, actives largely listed as inhibitors | actives 3.4% (n = 340,000) | AID 651820; note: potency is the fitted concentration of half-maximal effect; % is set by controls: 0 for no effect and ±100 for the full control effect
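Infectious HCVcc-Cre (~0.5 moi) was added to cells just after compound, with cells seeded 4 h earlier at 1,000 per well. Luciferase activity after 44 h culture reported infection; substrate was incubated 15 min at room temperature before reading.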
Pf growth 96h: P. falciparum growth inhibition at 96 hour, primary screen for plastid delayed-death inhibitors; P. falciparum luciferase reporter growth, 96 h; Potency, µM (series often up to 28.7 µM), without a hit: at the top dose activity change, negative = inhibition, actives largely listed as inhibitors; actives 6.9% (n = 320,000); AID 504834; note: potency is the fitted concentration of half-maximal effect; % is set by controls: 0 for no effect and ±100 for the full control effect
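P. falciparum expressing integrated firefly luciferase grown in erythrocytes (2% hematocrit, 0.05% parasitemia final) with compounds for 96 hours at 37 C, 5% CO2. Growth inhibition read as loss of luminescence after adding luciferase detection reagent.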
CHX counter: counter-screen hit for Shiga toxin inhibitors, cycloheximide. actives 12% (n = 300,000). max response, %. cell reporter, cycloheximide protein synthesis inhibition counterscreen. AID 2314; in the data active = max response mostly above about 13%, no sharp cut-off; inactive = mostly below about 14%; note: read at 38.3 µM for the half of the compounds with a filed dose; 0% is about no effect
The depositor's hits bear a star; u = inconclusive; x = no result given; [ ] = dose if it differs, or a comment. Unless noted, calls come from the whole dose curve; as a rule, active = well fitted curve in the direction sought with a large enough effect; inconclusive = small, poorly fitted or top-dose-only effect, or another doubt; inactive = no such curve, though single readings can be large; an effect the other way counts as inactive or inconclusive.

SMILES	FBPA Giardia inh	Pf growth 48h	Shiga inhibitor	HCV inh	Pf growth 96h	CHX counter
Cc1cc(C)c(S(=O)(=O)N(CC(=O)N2CCCC2)C2CCCCC2)c(C)c1	-2%	u	20	u	x	-1
CCn1c(C)c(C(=O)Nc2ccc(OC)cc2)c2cc(OC)ccc21	-9%	58%[activator]	27	u	47%[activator]	19*
Fc1ccc(C(c2nnnn2C2CCCC2)N(Cc2ccco2)CC2CCCO2)cc1 (configuration not stated)	-2%	u	25	-14%	x	-2
CCOC(=O)c1c(NC(=O)CS(=O)(=O)c2cn(CC)c3ccccc23)sc2c1CCCCC2	0%	0%	-16	u	u	-5
Cc1ccc(CNC(=O)C(=O)NCC2OCCN2C(=O)c2ccc3c(c2)OCO3)cc1 (configuration not stated)	6%	-16%	5	2%	-1%	-11
CCOC(=O)N1CCN(C(=O)C2CCN(S(=O)(=O)c3cc(OC)ccc3OC)CC2)CC1	3%	8%[5.75 µM]	-4	-2%	15%	-1
CC(C)C[C@H](NC(=O)N1CC(=O)Nc2ccccc21)C(=O)N1CCC(C(=O)O)CC1	-7%	17%	-5	23%	20%	-3
CC(C)CC(=O)NC(=S)Nc1ccc(F)cc1F	4%	7%	30	4%	3%	23*
CN1CCC(OC(=O)c2cccc(F)c2)CC1	-3%	29%	-10	u	17%	1
CC1(C)Cc2c(C#N)c(OCC(=O)c3ccc(Cl)cc3)nc(-c3ccoc3)c2CO1	0%	22%	-10	14%	u	4
Cc1ccn2c(C(=O)CSc3ccccc3)c(C)nc2c1	-1%	0%	11	9%	u	-1
O=C(O)C1CC(=O)N(c2ccc(OCc3ccc(Cl)cc3Cl)cc2)C1 (configuration not stated)	12%	4%	11	9%	x	1
COCCCNCCCCOc1ccccc1-c1ccccc1	-17%	u	-5	u	5%	-5
Cc1ccc(OCCOCCn2cnc3ccccc3c2=O)cc1C	-3%	7%	-2	x	19%	-3
Cc1cccc(NS(=O)(=O)c2ccc3[nH]c(=O)cc(C(=O)O)c3c2)c1	10%	15%	-4	18%	u	1
CCn1cc(C2=NC(CC(C)C)CO2)c2ccccc21 (configuration not stated)	-4%	-22%	51	10µM*	-13%	22*
Cc1ccc(NC(=O)Cn2nnc(C(=O)NCCc3ccccc3)c2N)c(C)c1	0%	49%[activator]	-9	10%	0%	9
O=S(=O)(c1ccc(F)cc1)c1snnc1-c1ccccc1	u	9.3µM*	-2	-22%	u	4
CC(=O)Nc1cccc(NC(=O)COc2ccc3c(c2)CCC3)c1	x	52%[activator]	x	-11%	-24%	x
C=CCn1c(SCC(=O)c2ccccc2)nnc1-c1cc2ccccc2o1	-5%	u	3	u	-5%	-1
O=C(Nc1ccccc1)/C(=C/c1ccc([N+](=O)[O-])cc1)NC(=O)c1ccccc1	-5%	14%	1	33%[activator]	17%	-2
Cc1ccc(OCc2cc(C(=O)N3CCC(c4ccccc4Cl)C3)no2)cc1C (configuration not stated)	-7%	32%[activator]	73*	u	u	63*
Cc1nnc(C)n1/N=C/c1cc(Br)cc(Br)c1O	u	u	-12	6%	u	-5
COc1ccccc1OCCNC(=O)c1cc([N+](=O)[O-])cc([N+](=O)[O-])c1	-6%	u	-14	10%	6%	7
S=c1[nH]nc(COc2ccccc2)n1/N=C/c1ccccc1Cl	22%	x	-3	26%	-4%	2
SMILES	FBPA Giardia inh	Pf growth 48h	Shiga inhibitor	HCV inh	Pf growth 96h	CHX counter
Cc1cc(C)c2oc(C(=O)N3CCN(Cc4ccccc4)CC3)cc(=O)c2c1	14%	u	-5	-6%	u	-5
CC(C)(C)CNC(CO)C12CC3CC(CC(C3)C1)C2 (configuration not stated)	-9%	u	-13	32%[activator]	81%[activator]	0
COc1ccc(C(=O)COC(=O)c2ccccc2O)c(OC)c1	x	347%[activator]	x	u	280%[activator]	x
COc1ccc(CCNC(=O)c2oc3ccc(S(=O)(=O)N4CCOCC4)cc3c2C)cc1OC	4%	u	-4	-29%	15%	-5
CCN1C[C@]2(C)CCC(OC)[C@@]34C5C[C@@H]6CC[C@@](O)(C5C(=O)O6)[C@@H](C(O)C23)[C@@H]14 (some centres not stated)	-1%	x	-2	x	x	-2
O=S(=O)(NC1CCCCC1)c1cccs1	x	40%[activator]	-7	23%	7%	-7
O=C(NNC(=O)C1CCN(S(=O)(=O)c2c(Cl)cccc2Cl)CC1)c1ccccc1O	x	-18%	x	u	-16%	x
Cc1cc(C)n2ncc(-c3cccc(Br)c3)c2n1	1%	20%	55*	-6%	u	65*
Cc1ccc(NC(=O)CCNS(=O)(=O)c2ccccc2)c(C(=O)c2ccccc2)c1	4%	-26%	14	-24%	u	-1
O=C(N/N=C/c1cccs1)c1cccc(NC(=O)c2ccccc2Cl)c1	1%	5%	28	-10%	-13%	18*
O=C(CNC(=O)c1ccncc1)Nc1ccc(F)c(F)c1	x	1%	-5	x	11%	-2
O=C(COC(=O)c1cc(Br)ccc1Cl)NC(=O)NCc1ccccc1	2%	-7%	-8	5%	-12%	-1
Cc1cc(SCNC(=O)c2ccccc2)nc(C(C)C)n1	-5%	7%	-7	7%	0%	2
Cc1cc(C)nc(N/N=C/c2cn[nH]c2-c2ccccc2)n1	-18%	4%	-3	8%	23%	2
Cc1cc(SCC(=O)N(C)CC(=O)Nc2ccc(F)cc2)nc2ccccc12	-1%	10%	-23	u	3%	-5
COc1ccc(Oc2cn[nH]c2-c2ccc(OCC(=O)NN)cc2O)cc1	4%	2%[0.00184 µM]	-4	6%	u	-2
Cc1nn(Cc2ccccc2)c(Cl)c1/C=C/C(=O)OC(C)C(=O)N1CCCC1 (configuration not stated)	24%	1.7µM*	2	-21%	3.7µM*	5
COc1ccc(S(=O)(=O)N(CC(=O)NCc2ccco2)c2ccccc2OC)cc1	2%	u	18	-19%	1%	2
Cc1c(C(=O)N2CCN(c3ccccc3)CC2)oc2c(F)cccc12	x	-1%	45	-8%	u	32*
Cc1cc(C)nc(SCc2cn3c(C)cccc3n2)n1	-11%	-1%	-3	-13%	-9%	-3
c1ccc(Nc2nnc(SCc3cccc4ccccc34)s2)cc1	0%	x	3	u	8.3µM*	-1
O=C(O)c1cccc(NC(=O)C2CCCO2)c1 (configuration not stated)	3%	x	25	9%	31%[activator]	4
O=C(O)CC(NC(=O)OCc1ccccc1)c1ccc(Br)cc1 (configuration not stated)	19%	25%	-7	6%	x	-3
CC(C)C(=O)NC(c1cccc([N+](=O)[O-])c1)c1ccc2cccnc2c1O (configuration not stated)	u	3.7µM*	-2	4µM*	26%	2
Cc1ccc(-n2[nH]c(C)c(/C=N/Nc3ccc([N+](=O)[O-])cc3[N+](=O)[O-])c2=O)cc1	3%	1%	-13	u	-18%	-1

Some of the entries above, reformatted.
The line under a structure holds: FBPA Giardia inh	Pf growth 48h	Shiga inhibitor	HCV inh	Pf growth 96h	CHX counter
CCN1C[C@]2(C)CCC(OC)[C@@]34C5C[C@@H]6CC[C@@](O)(C5C(=O)O6)[C@@H](C(O)C23)[C@@H]14 (some centres not stated)
    -1%	x	-2	x	x	-2
O=S(=O)(NC1CCCCC1)c1cccs1
    x	40%[activator]	-7	23%	7%	-7
O=C(NNC(=O)C1CCN(S(=O)(=O)c2c(Cl)cccc2Cl)CC1)c1ccccc1O
    x	-18%	x	u	-16%	x
Cc1cc(C)n2ncc(-c3cccc(Br)c3)c2n1
    1%	20%	55*	-6%	u	65*
Cc1ccc(NC(=O)CCNS(=O)(=O)c2ccccc2)c(C(=O)c2ccccc2)c1
    4%	-26%	14	-24%	u	-1
O=C(N/N=C/c1cccs1)c1cccc(NC(=O)c2ccccc2Cl)c1
    1%	5%	28	-10%	-13%	18*

Continuation.
SMILES	FBPA Giardia inh	Pf growth 48h	Shiga inhibitor	HCV inh	Pf growth 96h	CHX counter
CC(/C=C/C=C/c1ccccc1)=N/NC(=O)CNc1ccc(C)cc1	-12%	4%	32	9%	u	35*
COC(=O)c1ccc(Cl)c(NC(=O)NC2CCCCC2)c1	5%	-15%	-5	-12%	10%	-1
CC(=O)NCC(=O)NC1CCCc2c1cnn2-c1ccc(C(C)(C)C)cc1 (configuration not stated)	6%	4%	-10	-1%	u	-1
COc1ccc(C2c3[nH]c4ccccc4c3C[C@H]3C(=O)N(C)CC(=O)N23)cc1OC (some centres not stated)	-8%	u	-5	13%	u	-3
Cc1ccc2nsnc2c1NC(=S)NC(=O)c1ccco1	u	30%[activator]	-15	3%	-73%	-2
Fc1ccc(-c2ccc(NCCN3CCOCC3)nn2)cc1	-1%	68%[activator]	52*	25%	15%	34*
O=C(NC1CCN(C(=O)Nc2ccccc2Cl)CC1)c1ccco1	3%	1%	19	14%	u	-5
Cc1cc(NC(=O)CCC(=O)N(Cc2cccs2)C(C(=O)NC2CCCC2)c2ccncc2)no1 (configuration not stated)	1%	-28%	-19	-9%	18%	-4
COC(=O)CCC(=O)N1CCCC(N2CCN(c3ccc(OC)cc3)CC2)C1 (configuration not stated)	13%	6%	8	32%[activator]	u	0
Cc1ccccc1NC(=O)C1CC(=O)N(c2ccccc2F)C1 (configuration not stated)	3%	14%	4	-2%	18%	-2
Cc1cccc(NC(=O)C2CCCN(S(=O)(=O)c3ccc(-n4cnnn4)cc3)C2)c1 (configuration not stated)	5%	-29%	-10	-16%	-3%	-3
COc1ccc(NC(=O)CN2CCN(c3ccc(Cl)cc3)CC2)c(OC)c1	x	0%	-3	9%	6%	2
COc1ccc(CCN(C)Cc2ccc(OC)c(OCc3ccccc3)c2)cc1OC	-21%	u	-20	-25%	10µM*	-1
Cc1[nH]n2c(=O)cc(C(C)(C)C)nc2c1-c1ccccc1	2%	u	-14	10µM*	-6%	1
CCn1c(COC(=O)CNC(=O)c2cc(OC)c(OC)c(OC)c2)nc2cc(S(=O)(=O)N(C)C)ccc21	x	-1%	x	5%	3%	x
CC(=O)c1cn(CC(=O)NCc2ccc3c(c2)OCO3)c2ccccc12	1%	-8%	21	u	x	6
CN(C)c1ccc(C=NCCc2ccc(S(N)(=O)=O)cc2)cc1	3%	-21%	-10	21%	15%	-4
NC(=O)NC(=O)COC(=O)c1ccc2c(c1)C(=O)N(Cc1ccccc1)C2=O	5%	23%	-10	3%	32%[activator]	-1
CCCCN(C(=O)Cc1cccs1)c1nnc(-c2cccnc2)s1	-25%	17%	44*	5%	-18%	20*
NC(N)=Nc1nc2ccc([N+](=O)[O-])cc2[nH]1	-5%	8.3µM*	24	11%	4.1µM*	9.4*
COc1ccc(C(C)=O)cc1CSc1nnc(-c2ccccc2O)n1-c1ccccc1	16%	u	6	u	139%[activator]	6
CC(C)Oc1ccc(C(=O)NCC(=O)N2CCN(S(=O)(=O)/C=C/c3ccccc3)CC2)cc1	x	15µM*	x	u	u	x
Cc1ccc(C(=O)CC2(O)C(=O)N(CCc3ccccc3)c3ccc(Br)cc32)o1 (configuration not stated)	0%	u	6	u	-39%	-2
O=C(NCc1n[nH]c(=S)n1-c1ccc(F)cc1)c1ccco1	-24%	x	18	27%	98%[activator]	-3
COC(=O)CCCC1=CC2=CC(=O)C(C)(OC(=O)c3cccs3)C(=O)C2=CN1CCCCO (configuration not stated)	u	u	-3	19%	13µM*	-5
COc1cc(CO)ccc1OCC(=O)N1CCc2ccccc21	2%	0%	24*	-15%	u	19*
CCCOC(=O)c1cc2ccccc2oc1=O	7%	-11%	18	18%	u	11
C#CCOC(=O)c1ccccc1C(=O)n1nnc2ccccc21	-7%	-12%	-5	10%	u	-3
CC(=O)Nc1ccc(Nc2c([N+](=O)[O-])c(=O)n(-c3ccccc3)c3ccccc23)cc1	-5%	u	-16	0%	18%	7

Pulled by compound from the list above, 2 records:
SMILES	FBPA Giardia inh	Pf growth 48h	Shiga inhibitor	HCV inh	Pf growth 96h	CHX counter
CCOC(=O)N1CCN(C(=O)C2CCN(S(=O)(=O)c3cc(OC)ccc3OC)CC2)CC1	3%	8%[5.75 µM]	-4	-2%	15%	-1
Cc1nnc(C)n1/N=C/c1cc(Br)cc(Br)c1O	u	u	-12	6%	u	-5
